Assay outcomes: PubChem, NCI
NCI-60 one-dose screen, 48 h, at 10 µM unless noted. Numbers give growth in % (100 = growth as untreated, 0 = no growth, -100 = all killed).
MDA-MB-468: MDA-MB-468 breast cancer. hit rate 8.5% among 78,000
MOLT-4: MOLT-4 leukemia cells; hit rate 6.9% among 80,000
MDA-MB-435: MDA-MB-435 melanoma | hit rate 7.8% among 82,000
HOP-62: HOP-62 NSCLC | hit rate 3.9% among 80,000
K-562: K-562 leukemia; hit rate 7.4% among 78,000; AID 1794777
CCRF-CEM: CCRF-CEM leukemia; AID 1794778; hit rate 7% among 77,000
SR: SR leukemia cells; hit rate 8.7% among 73,000
RPMI-8226: RPMI-8226 leukemia cells; hit rate 7.5% among 77,000
Active calls of the source: *; / = no result given; [ ] = remark or other dose. Rule for the calls: active = growth percent below 10; inactive = the rest. Hits appear at their usual frequency, and some 15% of all compounds hit somewhere here.

SMILES	MDA-MB-468	MOLT-4	MDA-MB-435	HOP-62	K-562	CCRF-CEM	SR	RPMI-8226
Cc1cc(=O)oc2cc(OCCCCOc3ccc(/C=C/C(=O)Nc4ccccc4)cc3)ccc12	65	98	95	98	85	89	84	73
O=C(Nc1ccc(N2CCNCC2)cc1)c1[nH]ncc1Nc1cc(Oc2ccccc2)ncn1	35	-16*	36	3.3*	8.3*	-28*	1.4*	-53*
COc1ccc(NC(=O)CSc2nc3ccccc3c(=O)n2Cc2ccc(S(N)(=O)=O)cc2)cc1	93	93	102	104	95	95	106	91
CC(=O)Nc1ccc(C)cc1Br	112	92	107	108	102	96	103	103
CC(=O)NC(CCC(=O)O)C(=O)O (centres undefined)	112	105	109	113	97	103	105	108
COc1ccccc1CN(Cc1ccccc1)c1c(NC2CCCCC2)oc(=O)c2ccccc12	87	94	99	111	81	87	81	86
N#CC(C#N)=NNc1cccc2c1C(=O)c1ccccc1C2=O	97	95	103	94	106	113	102	106
ClC(Cl)(Cl)c1nc2nccnc2[nH]1	/	104	102	102	101	97	102	99
CCCCCCCSc1nnc(-c2c(C)nc3ccc(Cl)cn23)o1	43	88	102	74	96	94	/	85
Cc1ccc(C2=NN(C(=O)c3ccc(S(N)(=O)=O)cc3)C(c3ccc(C)cc3)C2)cc1 (centres undefined)	96	72	99	99	81	93	70	83
Cc1c(C(=O)/C=C/c2cc3ccccc3n3nnnc23)nnn1-c1ccc([N+](=O)[O-])cc1	96	97	103	93	91	97	99	100
Cc1nnc(Cc2ccco2)c2n[nH]c(C)c12	72	94	105	101	99	91	95	103
Nc1ccc(C(=O)OCc2ccccc2)cc1	88	95	110	94	105	112	83	103
Clc1ccc(-n2ncc3c(Nc4ccc(OCc5ccccc5)cc4)ncnc32)cc1	91	90	83	82	87	79	83	86
CCOC(=O)c1nnn(Cc2cc(=O)oc3ccc(O)cc23)c1C	108	100	104	102	103	83	93	97
O=[N+]([O-])c1cc2ccccc2c(O)c1O	115	107	106	106	102	117	105	91
CN1CCN(c2ccc(C(=O)/C=C/c3cc(C(F)(F)F)cc(C(F)(F)F)c3)cc2)CC1	-69*	/	-61*	-75*	/	5.6*	/	-19*
CCCCN(C1CCN(Cc2ccc(F)cc2)CC1)S(=O)(=O)N[C@@H](C(=O)OC)C(C)C	102	98	106	86	97	95	95	96
CCCCCCCC/C=C\CCCCCCCCOc1cccc(CC(=O)NCC[N+]2(C)CCOCC2)c1	86	72	94	66	73	62	56	96
O=C(Cn1cnc2c(cc(-c3ccccc3)n2-c2ccncc2)c1=O)Nc1ccc(F)cc1	105	96	99	107	95	/	99	99

A portion of the results above, for reference:
SMILES	MDA-MB-468	MOLT-4	MDA-MB-435	HOP-62	K-562	CCRF-CEM	SR	RPMI-8226
CCOC(=O)c1nnn(Cc2cc(=O)oc3ccc(O)cc23)c1C	108	100	104	102	103	83	93	97
O=[N+]([O-])c1cc2ccccc2c(O)c1O	115	107	106	106	102	117	105	91
CN1CCN(c2ccc(C(=O)/C=C/c3cc(C(F)(F)F)cc(C(F)(F)F)c3)cc2)CC1	-69*	/	-61*	-75*	/	5.6*	/	-19*
CCCCN(C1CCN(Cc2ccc(F)cc2)CC1)S(=O)(=O)N[C@@H](C(=O)OC)C(C)C	102	98	106	86	97	95	95	96
CCCCCCCC/C=C\CCCCCCCCOc1cccc(CC(=O)NCC[N+]2(C)CCOCC2)c1	86	72	94	66	73	62	56	96
O=C(Cn1cnc2c(cc(-c3ccccc3)n2-c2ccncc2)c1=O)Nc1ccc(F)cc1	105	96	99	107	95	/	99	99

(next part)
SMILES	MDA-MB-468	MOLT-4	MDA-MB-435	HOP-62	K-562	CCRF-CEM	SR	RPMI-8226
O=C(O)c1ccc(-c2nn(-c3ccc(C(F)(F)F)cc3)cc2CNc2cccc(F)c2)cc1	120	92	99	110	85	93	89	86
CCCCCCCCCCNCCSS(=O)(=O)O	110	10.0*	62	100	6.8*	50	/	98
CSCCC(NC(=O)c1ccccc1)C(=O)N/N=C1\S/C(=C/c2ccc(Cl)cc2)C(=O)N1Cc1ccccc1 (centres undefined)	/	94	91	116	94	81	106	90
Cc1ccc2nc(NC(=O)CSc3nc(Cl)c(C#N)c(-c4ccccc4)n3)sc2c1	88	104	99	102	100	105	/	97
O=C(Nc1cccc2c1C(=O)c1ccc(Nc3cc(NC(=O)c4ccccc4)c4c(c3)C(=O)c3ccccc3C4=O)cc1C2=O)c1ccccc1	111	92	97	104	99	/	100	102
O=c1oc2ccc(Cl)cc2cc1-c1nn(-c2ccccc2)cc1-c1nn[nH]n1	107	104	105	94	104	106	100	102
CC(=O)c1c(C)nc(SCC(=O)Nc2ccc(F)cc2)n1-c1ccc(Cl)cc1	95	85	93	91	87	99	/	86
C=CC1(C)C(O[Si](C)(C)C(C)(C)C)CC2C3OC(=O)NC31c1cccc3c1[C@H](C(=O)N3C)C2(C)C (some centres undefined)	31	26	56	85	34	47	24	7.4*
COc1ccc(/C=C/C(=O)Oc2cc(C)c3sc(=O)[nH]c3n2)cc1	118	96	102	87	104	103	/	107
OCC1(CO)COC2(CCCCC2)N1	102	97	99	103	94	101	90	101
COc1ccccc1NC(=O)C1CCC(=O)N1c1ccc(C)cc1 (centres undefined)	105	101	104	97	91	95	/	/
Cc1nc(-c2cc3ccccc3oc2=O)ccc1C(=O)/C=C/c1c[nH]c2ccccc12	107	107	96	103	99	101	98	108
O=C(O)c1ccc(-n2cc(C(c3oc(CO)cc(=O)c3O)c3oc(CO)cc(=O)c3O)c(-c3ccc(F)cc3)n2)cc1	98	109	96	109	109	88	105	103
O=C1N[C@H](Cc2cnc[nH]2)C(=O)N2CCC[C@@H]12	103	110	106	97	107	100	102	101
C/C(O)=C(/N=Nc1ccccc1)C(=O)O	102	101	108	90	124	104	90	99
O=C(O)c1cn(-c2ccccc2)nc1-c1ccc(O)cc1	98	104	103	93	100	94	93	97
OC(CCCC(O)c1ccccc1)c1ccccc1 (centres undefined)	99	109	121	94	93	93	95	95
NC(=O)SCC(=O)Nc1ccc(S(N)(=O)=O)cc1	91	113	106	101	108	106	110	108
Cc1ccc2oc(=O)cc(C3NNC(=S)N3)c2c1 (centres undefined)	116	100	102	98	95	113	89	75
Cc1cc(NS(=O)(=O)c2ccc(N=Nc3c(Nc4ccccc4)nn(-c4ccc(S(=O)(=O)Nc5ccncn5)cc4)c3C)cc2)no1	102	88	95	94	95	102	92	101
NS(=O)(=O)c1ccc(C(=O)N2N=C(c3ccccc3)CC2c2ccc3c(c2)OCO3)cc1 (centres undefined)	108	97	106	102	96	102	99	93
Brc1ccc2c(c1)sc1nc(-c3c[nH]c4ccccc34)c(Nc3ccccc3)n12	100	97	112	92	95	99	105	102
COc1cc2c(cc1OC)C1=NN(C(=O)Nc3c(C)cccc3C)C(c3ccc(F)cc3)C1C2 (centres undefined)	76	67	56	97	27	75	33	73
CC1=NN(CC(=O)N/N=C/c2ccc(Cl)cc2)C(=O)CC1	92	108	99	103	114	99	108	103
O=C(C(=O)N1CCCC1)c1cn(CCCn2cc(C(=O)C(=O)N3CCCC3)c3cc(Br)ccc32)c2ccc(Br)cc12	70	74	74	56	82	74	66	77
CC(C)OCc1cc(CN2CCN(c3cccc(Cl)c3)CC2)c(O)c2ncccc12	-15*	-49*	-29*	-0.2*	3.4*	-13*	-31*	-25*
CNC(=O)c1cc(Oc2ccc(NC(=O)Nc3ccc(Cl)c(SC)c3)c(F)c2)ccn1	14	23	33	62	18	41	31	28
O=C(O)c1ccccc1-n1c2ccccc2c2ccccc21	106	78	103	90	84	107	78	99
O=c1cc(C2=NCCc3c2[nH]c2ccccc32)c2ccc3ccccc3c2o1	94	63	97	74	92	80	65	72
COc1ccc(-c2nnc(SCC(=O)Nc3ccc(C(=O)/C=C/c4cc(OC)c(OC)c(OC)c4)cc3)o2)cc1OC	78	85	85	104	64	86	62	57
COc1ccc([C@H]2c3[nH]c4ccccc4c3C[C@H]3C(=O)N(C4CCN(Cc5ccccc5)CC4)CC(=O)N23)c(OC)c1	86	57	93	84	62	83	40	87
COc1ccc(-c2nc3sccn3c2-c2nc3ccccc3[nH]2)cc1	103	88	98	104	109	86	95	98
CC(=O)C(/C=N\C(N)=S)=C(\C)O	117	99	104	101	104	/	87	/
c1ccc2c([C@H]3C[C@H](c4c[nH]c5ccccc45)c4[nH]c5ccccc5c43)c[nH]c2c1	98	64	100	73	70	94	81	84
O=C1CCC23OC=CC2C(O)c2ccccc2N13 (centres undefined)	106	105	104	95	91	109	107	106
CNC(=O)c1cc(Oc2ccc3c(c2)sc2nc(-c4ccc(F)cc4)cn23)ccn1	84	101	50	99	59	100	35	96
Clc1cc(Cl)c2c(c1)CN(Cc1ccccc1)CO2	95	97	117	94	98	98	/	/
C=C(CN1CC=CCC1)[C@@H]1CC[C@]2(C(=O)OC)CC[C@]3(C)[C@H](CC[C@@H]4[C@@]5(C)CC[C@H](OC(C)=O)C(C)(C)[C@@H]5CC[C@]43C)[C@@H]12	56	82	91	106	58	83	69	50
COc1cc(NCCCC2CCCCN2)c2ncccc2c1OC (centres undefined)	/	91	100	89	66	92	76	82
N/C(=N\C(N)=N\c1nc2ccccc2s1)c1cnccn1	-25*	8.6*	4.7*	40	17	15	0.0*	13
COc1ccc(/C=C/c2nc3ccccc3nc2/C=C/c2ccc(OC)cc2)cc1	88	99	88	104	101	98	84	99
COc1ccc(-c2cc(=O)c3c(ccc4ccccc43)o2)cc1	100	74	78	91	/	79	160	88
COc1cc(/C=C2\C=C(c3ccccc3)N(Cc3ccccc3)C2=O)cc(OC)c1OC	77	80	87	91	71	85	52	/
O=C(c1cc(-c2ccc(Cl)cc2)nc2ccccc12)N1N=C(c2ccccc2)CC1c1cc(-c2ccccc2)nn1-c1ccccc1 (centres undefined)	90	69	83	74	64	65	73	87
NNS(=O)(=O)c1ccc(Oc2ccc(S(=O)(=O)NN)cc2)cc1	131	112	87	91	106	107	/	108
Cn1ccnc1C(=O)/C=C/c1ccc(CC(=O)Nc2nc3ccccc3s2)cc1	110	53	88	96	70	73	49	/
Cc1ccc(S(=O)(=O)N(CCCBr)c2ccccc2)cc1	92	69	38	104	29	92	26	68
C#Cc1cccc(NC(=O)Nc2ccccc2NC(=O)CCl)c1	-45*[8.25 µM]	25[8.25 µM]	-69*[8.25 µM]	-35*[8.25 µM]	9.7*[8.25 µM]	22[8.25 µM]	/	11[8.25 µM]
N#CCCCCCn1c2ccccc2c2c3[nH]c(=O)n(N)c(=O)c3c3c4ccccc4n(CCCCCC#N)c3c21	96	85	101	91	78	94	68	84
C/C=N/c1ncnc2c1N=C(c1ccc3c(c1)OCO3)CC(c1ccc([N+](=O)[O-])cc1)N2C(C)=O (centres undefined)	90	95	74	91	86	125	88	101
CCCCCCCCCC1OCC(C)([N+](=O)[O-])CO1 (centres undefined)	117	89	109	103	94	98	88	/

Pulled by compound from the entries so far, 5 records:
SMILES	MDA-MB-468	MOLT-4	MDA-MB-435	HOP-62	K-562	CCRF-CEM	SR	RPMI-8226
Cc1ccc(S(=O)(=O)N(CCCBr)c2ccccc2)cc1	92	69	38	104	29	92	26	68
CN1CCN(c2ccc(C(=O)/C=C/c3cc(C(F)(F)F)cc(C(F)(F)F)c3)cc2)CC1	-69*	/	-61*	-75*	/	5.6*	/	-19*
Cn1ccnc1C(=O)/C=C/c1ccc(CC(=O)Nc2nc3ccccc3s2)cc1	110	53	88	96	70	73	49	/
C=CC1(C)C(O[Si](C)(C)C(C)(C)C)CC2C3OC(=O)NC31c1cccc3c1[C@H](C(=O)N3C)C2(C)C (some centres undefined)	31	26	56	85	34	47	24	7.4*
Cc1ccc(C2=NN(C(=O)c3ccc(S(N)(=O)=O)cc3)C(c3ccc(C)cc3)C2)cc1 (centres undefined)	96	72	99	99	81	93	70	83
